Mcl1 Bid PPI = disrupts binding of human Mcl-1 to Bid peptide | TR-FRET Mcl-1/Bid-Dy647 peptide binding, 1536-well | Q07820 | hit rate 0.97% among 220,000 | inhibition, % at 21.7 µM | AID 1021;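 active means compounds that cut the binding signal by more than half at the single screening dose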;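 further: His-tagged Mcl-1 with europium anti-His antibody binding Bid BH3 peptide; 0% = Mcl-1 plus peptide wells and 100% = peptide-only wells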
GSH fluor = compound fluoresces at 488/530 nm on GSH beads; GSH beads flow cytometry, compound fluorescence 488/530 nm; stronger effect = higher value; fluorescence (KMESF) at 10 µM; hit rate 0.25% among 190,000; AID 1776; in the data active means fluorescence above about 89;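 further: glutathione beads carrying GST-tagged Bcl family fusion proteins plus one bare bead set; values are compound well signal with DMSO vehicle wells as background; inactives centre near 16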
RGS4-Gao reg = modulates binding of RGS4 to human Galphao. P09471. Multiplexed bead flow cytometry; actives lie on both sides. binding response (% of control), % at 10 µM. hit rate 0.33% among 220,000. AID 1415; in the data active means binding response below about 49% or above about 150%; inactive means in between;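 further: fluorescent Galphao activated with aluminum fluoride binding bead-coupled RGS4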
ABCG2 inh = human ABCG2 inhibition, ABCB1 as counter-screen; Q9UNQ0; IgMXP3 cells, JC-1 efflux, flow cytometry; inhibition, % at 6.6 µM; hit rate 0.1% among 190,000; AID 1325;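 active means inhibition above 80%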;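 further: 0% = DMSO and 100% = nicardipine control wells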
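Read-out basis: Efflux inhibition in percent versus controls | Test system: ABCG2 IgMXP3 and barcoded ABCB1 CCRF-Adr cell mix | Quantity: 3 million cells/mL in well | Schedule: 10 min at 25 °C | Control set: Nicardipine as high control, DMSO as low control | Reagent: JC-1 as fluorescent efflux pump substrate | Signal: Flow cytometry of retained JC-1 fluorescence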
RGS8-Gao = regulators of human RGS8-Galphao interaction; P09471; multiplexed bead flow cytometry, RGS8-Galphao binding; actives lie on both sides; response (percent of control binding), % at 10 µM; hit rate 0.34% among 220,000; in the data active means response below about 60% or above about 140%; inactive means in between;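 further: Galphao activated as the GDP aluminium fluoride complex binding bead-coupled RGS8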
Avidin bead fluor = avidin bead compound fluorescence profile; fluorescence (KMESF) at 10 µM; Avidin beads, compound fluorescence 488/530 nm, flow cytometry; stronger effect = higher value; hit rate 0.38% among 220,000; in the data active means fluorescence above about 47; further: inactives centre near 10
Mcl1 Noxa PPI = disrupts binding of human Mcl-1 to Noxa peptide; hit rate 1.5% among 220,000; Q07820; TR-FRET Mcl-1/Noxa peptide binding, 2 h; inhibition, % at 21.7 µM;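 active means compounds that cut the protein-peptide binding signal by more than 50% relative to plate controls in a single-dose test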;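 further: His-tagged Mcl-1 with rhodamine Noxa BH3 peptide and terbium anti-His antibody; 0% = Mcl-1 plus Noxa peptide wells and 100% = peptide-only wells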
Bim-Mcl-1 = disrupts Bim peptide binding to human Mcl-1; hit rate 0.1% among 190,000; Q07820; inhibition, % at 10 µM; AID 1009; Bead-based flow cytometry, Bim peptide-Mcl-1 binding; in the data active means inhibition above about 40%;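 further: 0% = no compound tracer wells and 100% = peptide blocker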
RGS7-Gao = regulators of human RGS7-Galphao interaction | hit rate 0.35% among 220,000 | AID 1439 | Multiplexed bead flow cytometry, RGS7-Galphao binding; actives lie on both sides | P09471 | binding response (% of control), % at 10 µM; in the data active means binding response below about 49% or above about 150%; inconclusive means no clear call, values can overlap the other calls; inactive means in between;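 further: fluorescent Galphao held in activated GDP-AlF4 state binding bead-coupled RGS7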
ABCB1 inh = human ABCB1 inhibition, ABCG2 as counter-screen; inhibition, % at 6.6 µM; CCRF-Adr cells, JC-1 efflux, flow cytometry; AID 1326; hit rate 0.067% among 190,000; P08183; in the data active means inhibition above about 40%;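 further: 0% = vehicle and 100% = reference inhibitor; higher value means more JC-1 retained so stronger ABCB1 efflux block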
Target sequence (P08183 whole entry, looked up): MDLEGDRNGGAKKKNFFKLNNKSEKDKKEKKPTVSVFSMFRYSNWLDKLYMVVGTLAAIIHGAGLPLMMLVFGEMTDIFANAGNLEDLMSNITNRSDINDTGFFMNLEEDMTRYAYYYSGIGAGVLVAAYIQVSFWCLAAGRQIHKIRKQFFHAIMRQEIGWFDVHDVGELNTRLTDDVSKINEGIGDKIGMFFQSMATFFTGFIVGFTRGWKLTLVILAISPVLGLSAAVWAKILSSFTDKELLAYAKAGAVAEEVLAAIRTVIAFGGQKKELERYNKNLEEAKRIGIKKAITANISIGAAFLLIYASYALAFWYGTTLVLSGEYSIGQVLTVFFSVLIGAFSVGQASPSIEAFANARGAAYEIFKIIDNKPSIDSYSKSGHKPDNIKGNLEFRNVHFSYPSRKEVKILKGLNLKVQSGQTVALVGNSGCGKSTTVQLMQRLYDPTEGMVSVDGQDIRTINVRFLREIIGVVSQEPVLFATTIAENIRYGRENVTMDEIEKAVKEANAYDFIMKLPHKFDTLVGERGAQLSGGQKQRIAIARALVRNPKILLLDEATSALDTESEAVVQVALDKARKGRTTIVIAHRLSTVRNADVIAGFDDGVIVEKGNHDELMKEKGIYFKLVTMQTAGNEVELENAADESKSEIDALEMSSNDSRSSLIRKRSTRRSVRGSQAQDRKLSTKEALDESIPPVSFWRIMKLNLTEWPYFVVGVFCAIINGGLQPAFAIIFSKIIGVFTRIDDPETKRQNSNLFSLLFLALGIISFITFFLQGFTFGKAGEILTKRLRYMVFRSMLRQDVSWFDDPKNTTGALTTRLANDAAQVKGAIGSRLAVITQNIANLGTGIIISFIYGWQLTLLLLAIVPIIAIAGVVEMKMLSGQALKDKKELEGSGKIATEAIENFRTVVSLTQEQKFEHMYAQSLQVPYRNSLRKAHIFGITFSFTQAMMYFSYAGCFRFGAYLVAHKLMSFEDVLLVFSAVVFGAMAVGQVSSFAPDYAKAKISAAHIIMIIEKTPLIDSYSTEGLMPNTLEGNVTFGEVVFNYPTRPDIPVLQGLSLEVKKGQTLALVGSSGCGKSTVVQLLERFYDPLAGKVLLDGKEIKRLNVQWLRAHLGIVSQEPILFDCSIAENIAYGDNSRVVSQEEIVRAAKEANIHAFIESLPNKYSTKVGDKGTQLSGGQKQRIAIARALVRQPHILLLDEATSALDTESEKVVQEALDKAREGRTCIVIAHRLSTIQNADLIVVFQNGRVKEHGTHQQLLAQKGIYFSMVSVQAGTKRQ
Pf gametocyte = kills late stage P. falciparum gametocytes; inhibition, % at 10.9 µM; hit rate 0.065% among 150,000; AID 743093; P. falciparum stage V gametocytes, ATP luminescence, 24 h;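 active means inhibition above the mean plus 3 SD of compounds within the control limits, set per campaign, cut at about 38% in these data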;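 further: 0% = DMSO wells and 100% = medium only without gametocytes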
* hit, by the source's call; ? = inconclusive; · = not tested or not shown.

nr	molecule	Mcl1 Bid PPI	GSH fluor	RGS4-Gao reg	ABCG2 inh	RGS8-Gao	Avidin bead fluor	Mcl1 Noxa PPI	Bim-Mcl-1	RGS7-Gao	ABCB1 inh	Pf gametocyte
1	CC(=O)c1c(C)[nH]c(C(=O)CSc2ncnc3sc(-c4ccccc4)cc23)c1C	5	11	97	-2	111	9	-14	-6	96	0.2	·
2	CC(NS(=O)(=O)/C=C/c1ccccc1)c1ccccc1 (centres undefined)	-32	11	101	7	101	10	14	0	?	0.9	·
3	Cc1c(CCC(=O)O)c(=O)oc2cc3occ(-c4ccc(F)cc4)c3cc12	8	16	102	4	101	10	10	17	101	0.2	28
4	O=S(=O)(c1ccccc1)n1c(C(O)c2ccccn2)cc2ccccc21 (centres undefined)	-5	12	101	2	102	16	5	-4	99	0.3	-11
5	CC(C)CNS(=O)(=O)c1ccc(OCC(=O)NCC2CCCO2)c(Cl)c1 (centres undefined)	-7	14	102	0	100	21	18	1	100	0.5	·
6	COc1cccc(NC(=O)Cn2c(=O)oc3cc(S(=O)(=O)N4CCCC4)ccc32)c1	-39	·	99	·	98	6	-15	·	?	·	-24
7	CCCc1cc(N2CCC(C(N)=O)CC2)nc(-c2ccccc2)n1	-26	24	92	-1	99	6	-1	0	?	-0.4	2
8	COc1ccc(C2C(C(=O)OC3CCCCC3)=C(C)Nc3nnnn32)c(OC)c1OC (centres undefined)	-7	19	103	-1	101	4	2	-2	101	0.2	4
9	CS(=O)(=O)N(CC(=O)N1CCN(c2cccc(Cl)c2)CC1)C1CCCCC1	-23	28	102	0	103	14	9	0	98	-1.7	13
10	COC(=O)c1nc(NC2=NCCCCC2)n[nH]1	-1	28	112	3	126	2	7	2	107	0.3	·
11	Cc1nc(NCCc2ccc(F)cc2)c(C#N)c(C)c1[N+](=O)[O-]	-2	14	100	1	102	22	21	-4	98	0.1	·
12	O=C(NCCCO)C(=O)NCc1ccccn1	1	22	100	16	100	6	2	0	102	0.6	-2
13	Cc1ccccc1C(=O)NNC(=O)Cc1cccc2ccccc12	-5	76	109	3	104	5	-31	-2	99	0.5	6
14	O=S(=O)(Nc1ccc2c(c1)OCCO2)c1cccc2cccnc12	-12	16	103	1	102	16	-7	0	98	0.7	·
15	CCN1C(=O)C2(SC(NC(C)=O)=NN2C(C)=O)c2cc(C)cc(C)c21 (centres undefined)	7	5	75	8	76	6	1	-1	77	1.5	-4
16	CCN(CC)CCCNC(=S)N(Cc1cccs1)Cc1cc2cc3c(cc2[nH]c1=O)OCCO3	-30	18	97	4	103	12	59*	39	99	0.3	7
17	COC(=O)c1ccccc1NC(=O)Cn1nnc(-c2ccc(OC)cc2)n1	-6	18	102	0	102	8	-11	-3	102	-0.1	·
18	COc1ccc(CCn2c(=O)c3cccnc3n(Cc3ccc([N+](=O)[O-])cc3)c2=O)cc1OC	17	13	93	14	95	10	18	-2	95	18	0
19	O=C(COc1ccccc1)N/N=C/c1ccc([N+](=O)[O-])o1	-22	13	101	7	104	13	4	-3	100	0.5	17
20	CCN(CC(=O)NC(C)C)C(=O)Cc1ccc(C)c(C)c1	-19	16	97	-1	100	10	16	1	96	0.3	4
21	CCOC(=O)CNC(=O)c1c2c(nc3ccccc13)CCCC2	-8	22	98	0	94	20	-28	1	98	0.4	-3
22	COc1ccc(S(=O)(=O)NCC2CCCN(Cc3ccccc3C)C2)cc1 (centres undefined)	-25	17	102	2	102	11	-5	0	98	0.7	25
23	Cc1ccc(NC2=Nc3ccccc3N3C2=Nc2c(c(C)nn2-c2ccccc2)C3c2ccc(O)c(O)c2)cc1 (centres undefined)	2	11	98	-1	99	34	18	7	101	-0.4	·
24	COc1ccc(CC(=O)Nc2nc3n(n2)C(c2ccccc2)CC(=O)N3)cc1OC (centres undefined)	-6	19	87	1	92	7	16	4	92	0.1	·
25	CCNS(=O)(=O)c1ccc(NC(=O)Cn2cc([N+](=O)[O-])cn2)cc1	-36	15	99	0	101	9	4	1	?	-0.2	·
26	CCOC(=O)N1CCN(CC(O)COc2cc(C)ccc2C(C)C)CC1 (centres undefined)	-16	12	94	8	101	9	28	-1	94	·	5
27	Cc1ccc(C2(c3ccc(C)cc3)NC(=O)N(Cc3c(C)noc3C)C2=O)cc1	14	32	99	1	100	5	7	-2	100	0.6	0
28	CCOC(=O)C1CCCN(S(=O)(=O)c2ccc(F)c(C(=O)Nc3ccc(F)c(F)c3)c2)C1 (centres undefined)	8	54	103	3	102	8	6	0	103	0.9	·
29	COc1cccc(CNC(=O)CSc2ccc(-c3cccs3)nn2)c1	-8	11	102	3	101	22	-2	0	103	0.6	1
30	Cc1cccc(-n2nnnc2SCC(=O)N(CC(C)C)c2c(N)n(CC(C)C)c(=O)[nH]c2=O)c1	-12	13	101	15	101	13	14	-2	?	1.2	-17

Part of the list above, as labelled records:
1	CC(=O)c1c(C)[nH]c(C(=O)CSc2ncnc3sc(-c4ccccc4)cc23)c1C
  Mcl1 Bid PPI: 5
  GSH fluor: 11
  RGS4-Gao reg: 97
  ABCG2 inh: -2
  RGS8-Gao: 111
  Avidin bead fluor: 9
  Mcl1 Noxa PPI: -14
  Bim-Mcl-1: -6
  RGS7-Gao: 96
  ABCB1 inh: 0.2
  Pf gametocyte: ·
17	COC(=O)c1ccccc1NC(=O)Cn1nnc(-c2ccc(OC)cc2)n1
  Mcl1 Bid PPI: -6
  GSH fluor: 18
  RGS4-Gao reg: 102
  ABCG2 inh: 0
  RGS8-Gao: 102
  Avidin bead fluor: 8
  Mcl1 Noxa PPI: -11
  Bim-Mcl-1: -3
  RGS7-Gao: 102
  ABCB1 inh: -0.1
  Pf gametocyte: ·

Following part.
nr	molecule	Mcl1 Bid PPI	GSH fluor	RGS4-Gao reg	ABCG2 inh	RGS8-Gao	Avidin bead fluor	Mcl1 Noxa PPI	Bim-Mcl-1	RGS7-Gao	ABCB1 inh	Pf gametocyte
31	CCOC(=O)N1CCN(c2nc(-c3ccco3)cc(C(F)(F)F)n2)CC1	-12	15	107	11	104	6	20	-7	103	0.9	-12
32	CC1Cc2ccccc2N1C(=O)COC(=O)Cn1cnc2ccccc2c1=O (centres undefined)	-44	6	106	2	99	20	-5	-4	111	0.8	·
33	C=CCN1C(=O)/C(=C\c2ccc(Cl)cc2)N=C1SCC(=O)NC1CCCCC1	-7	35	98	10	98	13	13	-2	97	-0.1	·
34	CCOC(=O)N1CCN(c2ccc(C(C)=O)cc2F)CC1	-12	20	101	1	102	6	-5	2	103	0.2	·
35	CC1=C(C(=O)OC(C)C)C(c2cccnc2)C2=C(CCCC2=O)N1 (centres undefined)	-34	19	95	0	99	4	0	3	95	-0.1	·
36	Cc1cc(-c2ccccc2)nc(N(C)NC(=O)c2cccc(C(F)(F)F)c2)c1S(C)(=O)=O	-30	56	96	1	90	5	-22	-1	97	0.3	-9
37	CC(C)(C)c1cnnn1-c1ccc(C=O)cc1	5	16	97	-1	102	4	-2	0	98	-0.9	·
38	Cc1cccc(Cn2c(CN3CCN(Cc4ccccc4)CC3)nc3c2c(=O)[nH]c(=O)n3C)c1	-14	22	104	3	103	8	28	0	105	0.9	·
39	COC(=O)[C@H](Cc1ccccc1)NC(=O)N1CCN(c2ccccc2)CC1	-40	·	88	·	97	3	7	·	?	·	2
40	CC(C(=O)NC1CCCC1)N(C(=O)c1ccc(-c2ccccc2)[nH]1)c1ccccc1F (centres undefined)	-2	15	98	3	100	19	-16	0	97	1.0	17
41	COc1ccc(NC(=O)C(NS(=O)(=O)c2ccc3c(c2)CCCN3C(C)=O)C(C)C)c(OC)c1 (centres undefined)	-6	22	98	5	106	15	-8	-3	103	0.6	20
42	Cn1/c(=N/NC(=O)c2ccccc2F)sc2ccccc21	-13	11	102	4	105	23	5	0	103	1.0	-11
43	O=C(c1ccccc1)N1CCN(Cc2ccccc2Br)CC1	84*	20	100	4	100	8	32	-1	95	1.0	·
44	Cc1cccc(NC(=O)c2cc(N3C(=O)CCC3=O)ccc2Cl)n1	69*	14	101	2	100	42	5	0	101	0.5	4
45	COc1cc(C(C[N+](=O)[O-])c2c(C)[nH]c3ccccc23)cc(OC)c1OC (centres undefined)	-21	31	95	-5	100	3	-6	-1	95	-4.2	-14
46	COC(=O)c1sccc1NC(=O)CSc1cc(Cl)ccc1Cl	6	34	99	6	100	9	6	-1	97	0.3	0
47	O=C(NCCCn1ccnc1)Nc1cccc(Cl)c1	-6	31	101	3	101	8	6	0	101	0.1	18
48	Cc1[nH]c2ccc(-c3nnc(SCC(=O)c4ccccc4F)o3)cc2c1C	-20	26	100	9	102	20	30	-6	101	-1.3	·
49	COC(=O)c1scc(C)c1NC(=O)Cc1ccccc1	0	23	102	9	105	23	-10	0	102	1.8	-5
50	Cc1ccc(NC(=O)c2ccccc2)cc1OC(=O)c1ccccc1	-5	32	101	7	102	11	-14	-1	100	0.6	9
51	COc1ccc(/C=N\NC(=O)c2c(C)nc3ccc(Br)cn23)cc1	-41	7	107	-1	100	6	24	-1	100	0.3	26
52	CC(C)=N/N=C1\NC(=O)C(C)S1 (centres undefined)	-25	·	76	·	88	3	-2	·	?	·	2
53	Cc1ccc2nc(NCc3ccco3)c(C=NCc3ccco3)c(=O)n2c1	-58	6	97	3	100	13	30	0	102	0.6	·
54	CCN(CC)S(=O)(=O)c1ccc(/C=C/C(=O)Nc2ccc(F)cc2F)cc1	-5	19	100	10	102	9	-2	-8	101	0.8	·
55	Cc1ccc(C(=O)c2cccc(N)c2)cc1C	-22	25	107	0	106	24	3	-7	102	-0.1	4
56	Cc1[nH]c2ccccc2c1C(=O)CN1CCN(C/C=C/c2ccccc2)CC1	-76	9	89	7	96	26	22	-5	89	1.5	·
57	Cc1cc(C)cc(N2C(=O)CC(Sc3nnnn3-c3ccccc3)C2=O)c1 (centres undefined)	-16	17	97	0	98	10	18	-5	98	0.1	·
58	COc1ccccc1NC(=O)CCn1c(=O)sc2ccccc21	-4	14	99	9	103	7	6	-3	100	0.7	-4
59	CCC(=O)OC1(C)C(=O)C2=COC(c3ccc(OC)cc3)=CC2=C(Br)C1=O (centres undefined)	-15	·	101	·	95	14	47	·	?	·	-27
60	CCOC(=O)c1cnc(-n2cc(C)cn2)nc1Nc1ccccc1OC	-20	14	99	51	98	6	-7	1	99	1.3	-9
61	CCn1c2ccccc2c2cc(NC(=O)c3ccco3)ccc21	19	49	102	3	101	5	20	-7	100	0.6	·
62	CCOc1ccc2[nH]c(=O)c(C(c3nnnn3Cc3ccco3)N3CCCC(C)C3)cc2c1 (centres undefined)	-2	15	97	·	97	6	17	4	97	·	-5
63	Cc1ccc(-c2nc3sc4c(c3c(=O)n2N)CC(C)(C)OC4)cc1	5	25	100	-1	100	55*	16	0	103	-0.6	·
64	COc1ccccc1NC(=O)C1=C(C)NC2=C(C(=O)CC(c3ccc(OC)c(OC)c3)C2)C1c1coc2ccccc2c1=O (centres undefined)	-7	23	98	7	82	4	-10	-1	97	4.5	-10
65	CCc1cccc(CN2CCC(CNC(=O)Nc3ccc(Cl)cc3)CC2)c1	-30	23	101	9	99	11	17	-5	99	1.7	-7

Source: PubChem (several laboratories)
